ARNT TACC3 PPI = ARNT/TACC3 interaction disruption; AlphaScreen His-ARNT PAS-B/GST-TACC3 binding, luminescence; TACC3 fragment carries E629A point mutation; inhibition, % at 9.99 µM; 0.66% of 390,000 active;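 active means mean inhibition of replicates at least 50% and at least half of replicates each reaching 50%; inconclusive means half or more replicates reach 50% but mean below 50%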;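 further: 0% = complete ARNT plus TACC3 wells and 100% = ARNT alone without TACC3; many hits fall short of the cut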
Cneo AK release = Cryptococcus neoformans lysis via adenylate kinase release; C. neoformans lysis, adenylate kinase release luminescence, 4 h; normalised: neutral wells 0, clomiphene wells 100; lysis activity, % at 15 µM; 0.2% of 360,000 active; AID 651654;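 active means mean lysis activity across replicates of at least 80%, whatever share of replicates individually reach that level; inactive means mean lysis activity below 80%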
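Assay system: Cryptococcus neoformans yeast cells / Dosing: single-point compound dose / Timing: 4 h at 37 °C static, read 1 h later / Measured by: luminescence of released adenylate kinase using an AK detection reagent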
miR-122 sensor = miR-122 inhibition in Huh7 cells; Huh7 miR-122 Renilla luciferase sensor, 48 h; neutral wells = 0, positive control = 100; activation (reporter increase), % at 12.5 µM; 0.3% of 340,000 active;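 active means mean replicate activation score at least 90 and every replicate individually at or above 90; inconclusive means only one of the two criteria met; inactive means neither criterion met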;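 further: higher luciferase means less miR-122 activity so hits act as miR-122 inhibitors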
Statin myotox sup = protects C2C12 myotubes from simvastatin toxicity | ATP luminescence, 48 h; scaled: DMSO 0, geranylgeraniol control 100 | rescue of ATP level, % at 7.49 µM | 0.78% of 330,000 active | AID 602340;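 active means mean ATP rescue above about 67%, or every replicate alone reaching that limit, limit read from the data, passing the limit was not always enough; inconclusive means no clear call, values can overlap the other calls; inactive means mean under the limit and some replicate under it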;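 further: myotubes were challenged with 10 µM simvastatin during compound exposure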
SIRT5 block = blocks human SIRT5 desuccinylation of peptide; Q9NXA8; Purified SirT5, succinyl-peptide AMC, trypsin-coupled fluorescence; inhibition, % at 15 µM; 1.1% of 330,000 active; AID 652115; in the data active means inhibition above about 15%; inconclusive means no clear call, values can overlap the other calls
Target sequence (Q9NXA8 whole entry, looked up): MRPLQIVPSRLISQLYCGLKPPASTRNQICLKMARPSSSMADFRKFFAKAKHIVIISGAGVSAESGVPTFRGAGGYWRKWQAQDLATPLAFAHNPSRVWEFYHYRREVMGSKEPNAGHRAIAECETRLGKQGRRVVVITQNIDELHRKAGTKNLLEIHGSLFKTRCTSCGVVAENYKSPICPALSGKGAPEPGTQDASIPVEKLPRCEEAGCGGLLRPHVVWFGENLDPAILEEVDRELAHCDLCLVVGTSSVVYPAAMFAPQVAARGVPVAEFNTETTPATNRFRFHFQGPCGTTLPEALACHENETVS
ERp5 block = ERp5 (human) disulfide isomerase inhibition. Q15084. ERp5 insulin aggregation, absorbance 650 nm, 90 min. inhibition, % at 9.99 µM. 0.05% of 350,000 active. AID 651711;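 active means mean replicate inhibition above about 25%, with every replicate also reaching it, limit read from the data, passing the limit was not always enough; inconclusive means only one of those two criteria met; inactive means neither criterion met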
Target sequence (Q15084 whole entry, looked up): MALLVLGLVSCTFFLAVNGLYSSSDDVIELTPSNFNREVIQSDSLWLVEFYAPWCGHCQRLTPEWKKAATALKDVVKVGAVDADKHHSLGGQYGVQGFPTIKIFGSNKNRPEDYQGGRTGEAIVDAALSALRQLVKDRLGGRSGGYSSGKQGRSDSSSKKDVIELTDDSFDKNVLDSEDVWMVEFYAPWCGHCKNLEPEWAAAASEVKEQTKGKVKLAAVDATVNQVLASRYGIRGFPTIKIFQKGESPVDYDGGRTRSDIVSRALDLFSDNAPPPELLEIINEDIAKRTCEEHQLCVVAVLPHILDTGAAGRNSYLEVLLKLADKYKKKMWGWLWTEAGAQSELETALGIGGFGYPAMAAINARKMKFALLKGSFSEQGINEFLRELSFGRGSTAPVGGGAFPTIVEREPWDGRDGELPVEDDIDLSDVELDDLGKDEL
esBAF inh = SWI/SNF esBAF complex inhibition. mouse ES cells, Bmi1-luciferase knock-in reporter, 24 h; 100% = twice the neutral-well signal. reporter increase, % at 12.5 µM. 2% of 350,000 active. AID 602393; in the data active means activation above about 40%; inconclusive means no clear call, values can overlap the other calls;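 further: 0% = median of the plate's neutral control wells and 100% = double that signal; a rise in the Bmi1 reporter signal indicates esBAF inhibition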
* marks the source's active call; other numbers are inactive results; ? = inconclusive; nt = no result given; [ ] = another dose, or the depositor's remark. Hits appear at their usual frequency; any-hit rate near 4%.

SMILES	ARNT TACC3 PPI	Cneo AK release	miR-122 sensor	Statin myotox sup	SIRT5 block	ERp5 block	esBAF inh
O=C(NC1CCCCC1)c1ccc2c(c1)OCCO2	-6	-1	nt	3	6	-2	17
Cc1cc(C)cc(C(=O)NCC(=O)OCC(=O)NCC(F)(F)F)c1	1	nt	nt	nt	2	-1	nt
C[C@H]1CN([C@@H](C)CO)C(=O)c2cccc(NC(=O)c3nc4ccccc4s3)c2O[C@H]1CN(C)CC1CC1	11	-1	6[16.7 µM]	11	-1	3	2
CCn1c(=O)c2ccccc2n(CC(=O)N2CCCc3ccccc32)c1=O	-2	-1	-1	-3	-1	3	-2
COc1ccc(CC(=O)NC(c2ccccc2)c2ccccc2)cc1S(=O)(=O)N1CCOCC1	1	2	21	31	nt	nt	5
C[C@H]1CCCCO[C@@H](CN(C)C(=O)CCCN(C)C)[C@@H](C)CN([C@@H](C)CO)C(=O)c2cc(NS(=O)(=O)c3ccccc3)ccc2O1	0	-1	1[16.7 µM]	nt	-7	8	0
CCN(C(=O)Cn1c(=O)oc2ccccc21)c1ccc(C)c(C)c1	2	1	3	3	2	0	0
COc1ccc(C(=O)CSc2nnc(-c3cccs3)n2-c2ccccc2)cc1	-5	-2	-3	-14	nt	nt	1
O=C1/C(=C\c2ccc(Br)o2)Cc2ccccc21	14	-1	45	2	nt	nt	6
NS(=O)(=O)c1ccc2nc(NC(=O)C3=COCCO3)sc2c1	-2	-1	-2	-2	1	-3	-3
COC(=O)C1=CN(c2ccc(OC)cc2)C=C(C(=O)OC)C1c1ccc([N+](=O)[O-])cc1	nt	2	-7	11	-1	11	-2
CCOc1ccc(NC(=S)N(Cc2ccc(Cl)cc2)Cc2ccco2)cc1	-8	1	3	-9	nt	nt	7
CO[C@H]1CN(C)C(=O)c2cc(NC(=O)Nc3ccc(Cl)c(Cl)c3)ccc2OC[C@H](C)NC[C@H]1C	-18	-2	-51[16.7 µM]	-31	8	nt	2
O=S(=O)(/N=C(/Nc1ccccn1)c1ccccc1)c1ccccc1	-2	-1	nt	14	1	3	18
CCCCc1c(O)c2ccccc2[nH]c1=O	-20	-2	1	11	nt	nt	4
C[C@@H]1CCCCO[C@@H](CN(C)Cc2ccc3c(c2)OCO3)[C@H](C)CN([C@@H](C)CO)C(=O)c2cc(NC(=O)CCC(F)(F)F)ccc2O1	-1	1	-3[16.7 µM]	nt	-3	4	-6
COc1ccc(Cn2c(SC)nc3ccccc32)cc1[N+](=O)[O-]	-3	1	nt	-14	nt	nt	0
Cc1ccc2nc(-c3cccc(N)c3)oc2c1	-1	nt	nt	nt	11	-4	nt
Cc1ccc(C)c(N2CCN(C(=O)C3CCN(c4nc(C)cc(C)n4)CC3)CC2)c1	12	3	-5	nt	nt	nt	10
C=CCn1c(=O)/c(=C/c2ccc(C)o2)s/c1=C(/C#N)C(=O)c1ccccc1	7	0	-1	-4	nt	nt	5
CC(C)COc1ccc(C(=O)N/C(=C/c2cccc([N+](=O)[O-])c2)C(=O)O)cc1	-2	1	-22	-2	2	-10	-10
CCOc1ccccc1-c1nc(SCC(=O)O)n[nH]1	-11	-3	-1	4	nt	nt	4
Clc1cccc(-c2ccc3ncnc(NCc4cccs4)c3c2)c1	-1	1	-1	-27	-6	0	-6
CC1Cc2cc(/C(O)=C3/C(=O)C(=O)N(CCN4CCOCC4)C3c3ccc(N(C)C)cc3)ccc2O1 (configuration not stated)	2	3	-8	-5	6	0	3
Cc1ccc(NC(=O)c2ccc3nccnc3c2)c(C)c1	0	-1	-3	0	-3	-5	35
Cc1ccccc1NC(=O)NCC1CCN(Cc2cccc(Cl)c2)CC1	1	0	nt	10	-4	1	-7
COCC#Cc1cnc2c(c1)C(=O)N([C@@H](C)CO)C[C@H](C)[C@@H](CN(C)C(=O)NC1CCCC1)O2	-2	3	-4[16.7 µM]	10	2	50*	2
Cc1noc(C)c1S(=O)(=O)N(C)C[C@H]1Oc2ccc(NC(=O)NC(C)C)cc2CC(=O)N([C@H](C)CO)C[C@@H]1C	2	-1	4[16.7 µM]	4	-6	1	-2
CCOC(=O)c1ccc(OC(=O)CCCCCN=C(N)N)cc1	-4	0	4	16	-4	0	1
COC(=O)c1cc(NCc2c(F)cccc2Cl)ccc1N1CCOCC1	-11	0	5	12	nt	nt	-19

A different layout for part of the listing above.
| SMILES | ARNT TACC3 PPI | Cneo AK release | miR-122 sensor | Statin myotox sup | SIRT5 block | ERp5 block | esBAF inh |
| --- | --- | --- | --- | --- | --- | --- | --- |
| Cc1noc(C)c1S(=O)(=O)N(C)C[C@H]1Oc2ccc(NC(=O)NC(C)C)cc2CC(=O)N([C@H](C)CO)C[C@@H]1C | 2 | -1 | 4[16.7 µM] | 4 | -6 | 1 | -2 |
| CC1Cc2cc(/C(O)=C3/C(=O)C(=O)N(CCN4CCOCC4)C3c3ccc(N(C)C)cc3)ccc2O1 (configuration not stated) | 2 | 3 | -8 | -5 | 6 | 0 | 3 |
| Clc1cccc(-c2ccc3ncnc(NCc4cccs4)c3c2)c1 | -1 | 1 | -1 | -27 | -6 | 0 | -6 |
| CCOC(=O)c1ccc(OC(=O)CCCCCN=C(N)N)cc1 | -4 | 0 | 4 | 16 | -4 | 0 | 1 |
| Cc1ccc(NC(=O)c2ccc3nccnc3c2)c(C)c1 | 0 | -1 | -3 | 0 | -3 | -5 | 35 |

The listing continues.
SMILES	ARNT TACC3 PPI	Cneo AK release	miR-122 sensor	Statin myotox sup	SIRT5 block	ERp5 block	esBAF inh
CC(C)N(C)c1ncnc2c1ncn2[C@H]1CN(Cc2ccncc2)C[C@@H](CO)O1	nt	0	-3	9	0	4	-3
FC(F)(F)c1ccccc1-n1c(-c2ccco2)n[nH]c1=S	-6	7	-8	-3	3	8	-35
C[C@@H]1CN([C@H](C)CO)C(=O)c2cccc(NC(=O)c3ccncc3)c2O[C@@H]1CN(C)S(C)(=O)=O	-8	-1	0[16.7 µM]	17	-4	0	-3
CCCCCCCN(c1ccccc1)[C@@H]1C[C@H]2CCCC(=O)N3CC[C@@H](C1)[C@@H]23	5	-2	-7	15	1	-7	1
CC(=O)c1cc2c(O)c(O)ccc2o1	8	-3	-3	-3	nt	nt	-6
COc1ccc(Br)cc1CNC(=O)CN1C(=O)C(c2ccccc2)Oc2cccnc21 (configuration not stated)	-14	-3	6	3	-3	-10	-1
CCN1[C@@H]2c3ccc(-c4ccccc4)c(=O)n3C[C@@H]2[C@@H](CO)[C@@H]1C(=O)Nc1ccccc1	17	-3	-7[16.7 µM]	30	-4	4	-1
O=C(/C=C/c1cccc(Cl)c1)NCc1cccs1	-2	-4	3	4	nt	nt	28
O=C(N[C@H]1CC[C@H](CCNS(=O)(=O)c2ccc(Cl)cc2)O[C@H]1CO)c1cccc(F)c1	-16	52	nt	18	5	-1	7
CCc1ccccc1NC(=O)Nc1cccn(Cc2ccccc2F)c1=O	9	nt	nt	nt	-1	1	nt
COc1ccc(CC(=O)Nc2c3c(nn2-c2cccc(Cl)c2)CS(=O)(=O)C3)cc1	-3	-1	-2	nt	nt	nt	0
Cc1ccc2cc(C)c(NCCO)nc2c1	-9	0	-5	nt	nt	nt	-4
COc1ccc(S(=O)(=O)N2CCC(C(=O)Oc3c(OC)cccc3OC)CC2)cc1OC	34	-3	nt	nt	-1	-1	nt
OCCNCc1cc(Br)ccc1OCc1ccccc1	-5	2	-1	nt	-5	4	nt
CCOc1ccc(CC(=O)Nc2ccc(-c3ccc4nnc(C)n4n3)cc2)cc1	2	0	-1	23	-3	-7	-4
O=C(CCc1nc2ccccc2c(=O)[nH]1)OCc1cccc(C(F)(F)F)c1	-1	-3	1	-3	nt	nt	-9
O=C(COC(=O)c1cccs1)NCc1ccc2c(c1)OCO2	nt	0	2	4	nt	nt	-3
COc1ccc(C(=O)NNC(=O)CSc2nnc3ccccn23)cc1OC	2	0	-7	-1	-2	0	-5
Cc1ccc(-n2c(SCC(=O)N3CCCc4ccccc43)nnc2-c2cccnc2)c(C)c1	-2	nt	-2	14	-1	-5	-4
O=C(OCc1ccc([N+](=O)[O-])cc1)c1cc([N+](=O)[O-])ccc1N1CCOCC1	12	nt	nt	nt	0	0	nt
Cn1c(=O)c(C(=O)CN2CC(=O)Nc3ccccc32)c(N)n(Cc2ccccc2)c1=O	-1	0	-7	1	0	2	-6
C[C@@H]1CN([C@@H](C)CO)C(=O)c2cccc(NC(=O)c3cnccn3)c2O[C@H]1CN(C)S(=O)(=O)c1ccc(F)cc1	nt	nt	-6[16.7 µM]	-11	0	-3	4
O[Si](CCCN1CCCCC1)(c1ccc(F)cc1)C1CCCCC1 (configuration not stated)	2	1	1	-22	-1	4	0
COc1cccc(S(=O)(=O)NCc2ccc(C(=O)Nc3ccc(Cl)c(Cl)c3)cc2)c1	-10	-2	-19	-100	nt	nt	15
COC(C[C@H]1O[C@H]1[C@@H](O)[C@H](C)OCc1ccccc1)OC	-5	10	15	0	-2	5	-5
O=C(CSc1nncc2ccccc12)Nc1ccc(F)cc1	-14	0	-4	-13	-6	0	7
CCN(CC)CCNc1ccc(CO)c2oc3ccccc3c(=O)c12	nt	1	-6	7	-3	6	11
Cn1nnc2c(sc3nc(N4CCOCC4)c4c(c32)CCCC4)c1=O	34	0	-7	118*	nt	nt	-8
C[C@H](CO)N1C[C@H](C)[C@H](CN(C)S(=O)(=O)c2ccc(Cl)cc2)Oc2c(NC(=O)NC3CCCCC3)cccc2C1=O	-2	0	-14[16.7 µM]	-12	7	-5	16
Cc1cccc(N(C)C(=O)c2cnn(-c3ccccc3)c2C)c1	-3	-1	-5	8	-6	-1	0
CN(c1ccc(C(=O)NCc2cccnc2)cc1)S(=O)(=O)c1ccc(Cl)cc1	0	-3	2	7	-4	3	7
CCCCN1C(=O)C(CC(=O)NCCCCc2ccccc2)CC(C(=O)N(C)C)=C1C (configuration not stated)	nt	-1	2	-2	1	-1	-9
Cc1ccsc1C(=O)NCC(C)(C)N1CCOCC1	35	0	-1	13	0	3	-7
Cn1cc(Cl)c(C(=O)N(Cc2ccccc2)c2ccccn2)n1	-5	1	-2	9	-1	2	-6
CC1CCC(NC(=O)COC(=O)CNC(=O)c2ccc3ccccc3c2)CC1 (configuration not stated)	-7	0	4	-10	0	-1	-3
COc1ccc(S(=O)(=O)N(C)C[C@@H]2Oc3ccc(NS(=O)(=O)c4cccs4)cc3CC(=O)N([C@H](C)CO)C[C@H]2C)cc1	-1	3	-1[16.7 µM]	-22	1	3	-2
O=C(Nc1sc2c(c1C(=O)O)CCCC2)c1cccs1	-13	0	27	-8	nt	nt	56*
S=C(c1ccc[nH]1)N1CCOCC1	1	0	-6	13	nt	nt	4
Fc1ccccc1-c1cc2ccccc2cn1	0	5	-3	-2	-5	2	61*
O=C(NCC[C@@H]1CC[C@@H](NC(=O)c2ccc3c(c2)OCO3)[C@@H](CO)O1)Nc1cc(F)ccc1F	12	5	-6[16.7 µM]	15	-4	-1	14
Cc1ccc(S(=O)(=O)N(C)c2ccc3c(c2)C(=O)c2ccccc2-3)cc1	nt	-2	-6	7	0	2	7
CC(C)(C)C(=O)CN1C2=NCCN2c2ccccc21	-1	nt	nt	nt	-3	3	nt
O=C(OC1CCCCC1=O)c1cccc(S(=O)(=O)N2CCCCC2)c1 (configuration not stated)	0	-2	2	8	-8	3	4
COc1cc(C2C(C#N)=C(N)Oc3cc4c(cc32)OCO4)cc(OC)c1OC (configuration not stated)	-4	nt	nt	nt	-1	8	nt
C=Cn1ccnc1CC(O)c1ccc(OC)cc1 (configuration not stated)	0	-3	-2	nt	-2	nt	nt
C=CCN(CC(=O)NCc1ccc(F)cc1)C(=O)c1csnn1	1	5	-7	-3	nt	nt	-6
CCCc1[nH]n(-c2ccc([N+](=O)[O-])cc2)c(=O)c1C=NCCCn1ccnc1	nt	0	0	8	nt	-10	0
C[C@@H]1CN([C@H](C)CO)C(=O)c2cccc(NC(=O)Nc3ccc4c(c3)OCO4)c2O[C@H]1CN(C)Cc1ccccc1	1	43	-10[16.7 µM]	44	11	-1	?
CCCn1c(=O)c(C(=O)NNC(=O)c2ccc(Cl)cc2Cl)c(O)c2ccccc21	-4	3	0	4	-3	1	-2

Assay outcomes deposited in PubChem by Broad Institute.
